WRN inhibitor = qHTS for Inhibitors of WRN Helicase; Bifunctional 3'-5' exonuclease/ATP-dependent helicase WRN (Homo sapiens), Q14191; WRN helicase unwinding, fluorescent forked duplex, kinetic; Potency, µM (top dose mostly 114 µM), for inactives: at the top dose activity change, negative = inhibition, actives largely listed as inhibitors; hit rate 0.46% among 360,000; AID 651768, 2012; note: potency is the fitted concentration of half-maximal effect; % is set by controls: 0 for no effect and ±100 for the full control effect; nearly all actives have a fitted effect of over 55% in size
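Kinetic red-fluorescence monitoring (525/598 nm) tracks WRN helicase activity after 100 nM fluorophore-quencher forked duplex and 2 mM ATP are added to 20 nM enzyme pretreated 15 min at room temperature with compound.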
PI5P4Ka inh = qHTS for Inhibitors of phosphatidylinositol 5-phosphate 4-kinase (PI5P4K); PI5P4Kalpha enzyme, ADP-Glo luminescence, 60 min; hits give low values; max response, %; Phosphatidylinositol 5-phosphate 4-kinase type-2 alpha (Homo sapiens), P48426; hit rate 1.2% among 330,000; active = max response of -50% or lower; inconclusive = between -30% and -50%; inactive = -30% or higher; note: value at the top dose of about 77 µM; % is set by controls: 0 for no effect and ±100 for the full control effect
Target sequence (P48426 whole entry, looked up): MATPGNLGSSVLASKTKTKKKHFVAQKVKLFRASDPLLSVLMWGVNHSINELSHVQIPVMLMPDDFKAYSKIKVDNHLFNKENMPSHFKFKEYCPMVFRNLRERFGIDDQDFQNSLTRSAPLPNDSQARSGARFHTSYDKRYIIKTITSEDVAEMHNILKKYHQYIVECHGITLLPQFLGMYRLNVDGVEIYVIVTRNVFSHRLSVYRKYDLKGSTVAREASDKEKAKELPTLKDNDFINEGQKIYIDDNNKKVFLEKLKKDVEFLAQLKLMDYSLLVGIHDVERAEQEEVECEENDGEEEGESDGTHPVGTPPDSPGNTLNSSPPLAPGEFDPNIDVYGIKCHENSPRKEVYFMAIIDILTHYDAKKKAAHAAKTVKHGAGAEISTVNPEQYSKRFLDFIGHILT
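Human PI5P4Kalpha with substrate in 0.038 M HEPES pH 7.4, 0.28 mM EGTA, 0.1% CHAPS, 5% DMSO; reaction started with 5 microM ATP (final), 60 min at room temperature. ADP formed read by ADP-Glo luminescence.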
EPAC1 ag = qHTS for Agonist of cAMP-regulated guanine nucleotide exchange factor 3 (EPAC1): primary screen | EPAC1 agonist qHTS, biochemical assay; response scale: 100% = response to 6.5 mM cAMP | hit rate 0.073% among 360,000 | Rap guanine nucleotide exchange factor 3 (Homo sapiens), O95398 | Potency, µM (titrated, usually from 154 µM), for inactives: at the highest dose activation, usual class: activators; note: potency is the fitted concentration of half-maximal effect; nearly all actives have a fitted effect of over 60% in size
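Nucleotide exchange assay: 100 nM EPAC1 with 250 nM Rap1B loaded with BODIPY-GDP and 50 uM GDP, room temperature. Fluorescence (480/540 nm) read every 5 min for 30 min; signal change normalized to 6.5 mM cAMP as full agonist.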
Abeta rescue = qHTS for compounds that reverse cellular toxicity of Amyloid beta (A-beta) peptide in yeast: Primary Screen; yeast expressing A-beta42, growth rescue, OD600, 48 h; response scale: 0% DMSO, 100% iron-clioquinol control; Potency, µM (doses to about 46.1 µM), without a hit: top-dose growth rescue, most hits filed as activators; hit rate 0.063% among 410,000; note: potency is the fitted concentration of half-maximal effect; nearly all actives have a fitted effect of over 55% in size
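Yeast A-beta toxicity model in growth medium with pinned compounds, 48 h at 30 C; growth read as absorbance at 600 nm. Normalized to FeCl3/clioquinol equimolar mix (positive) and DMSO (negative).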
FUS suppressor = qHTS for Suppressors of FUS Proteinopathy: Primary screen using FUS-linked yeast assay. S. cerevisiae FUS-expressing, growth rescue, OD600, 24 h. Potency, µM (series often up to 76.6 µM), inactives show top-dose growth rescue (activation), usual class: activators. hit rate 0.24% among 390,000;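 note: potency is the fitted concentration of half-maximal effect; plate controls were DMSO vehicle for no effect and reference control for full effect; nearly all actives have a fitted effect of over 55% in size; some results filed as inactive show a strong effect at the top dose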
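Galactose (2%) drives FUS expression in yeast precultured in raffinose; seeding density OD 0.005. Test compounds incubated 24hr at 30C and 99% humidity before absorbance at 600 nm was measured.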
IL-2 act = qHTS of IL-2 Activators. AID 652025, 2013. activation, % (series mostly up to about 46 µM). IL-2 activation reporter assay, cell-based qHTS; stimulated with anti-CD3/CD4/CD28 beads; in transgenic mouse T cells. hit rate 0.065% among 360,000; in the data active = activation above about 50%; inconclusive = mostly about 30% to 49%; note: 0% is about no effect
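Screening format: compound pinned onto unstimulated transgenic mouse T cells, 60 min incubation, then anti-CD3/anti-CD4/anti-CD28 bead stimulation for 18 hours at 37 degrees C, followed by EGFP and DsRed detection.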
EPAC1 antag = qHTS for Antagonist of cAMP-regulated guanine nucleotide exchange factor 3 (EPAC1): primary screen; EPAC1 GEF assay, Rap1b-BODIPY-GDP exchange fluorescence; Potency, µM (series often up to 115 µM), without a hit: at the top dose activity change, negative = inhibition, usual class: inhibitors; Rap guanine nucleotide exchange factor 3 (Homo sapiens), O95398; hit rate 0.14% among 360,000;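 note: potency is the fitted concentration of half-maximal effect; plate controls were vehicle for no effect and positive control for full effect; nearly all actives have a fitted effect of over 50% in size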
PLK1 PBD inh = qHTS for Inhibitors of PLK1-PDB (polo-like kinase 1 - polo-box domain): Primary Screen | Serine/threonine-protein kinase PLK1 (Homo sapiens), P53350 | Plk1 PBD binding of FITC phosphopeptide, fluorescence polarization | Potency, µM, for inactives: max response, negative = inhibition, hits mostly inhibitors | hit rate 2.8% among 360,000; note: potency is the fitted concentration of half-maximal effect; series mostly up to about 57 µM; % is set by controls: 0 for no effect and ±100 for the full control effect; nearly all actives have a fitted effect of over 65% in size
Target sequence (P53350 whole entry, looked up, the tested form may be a part): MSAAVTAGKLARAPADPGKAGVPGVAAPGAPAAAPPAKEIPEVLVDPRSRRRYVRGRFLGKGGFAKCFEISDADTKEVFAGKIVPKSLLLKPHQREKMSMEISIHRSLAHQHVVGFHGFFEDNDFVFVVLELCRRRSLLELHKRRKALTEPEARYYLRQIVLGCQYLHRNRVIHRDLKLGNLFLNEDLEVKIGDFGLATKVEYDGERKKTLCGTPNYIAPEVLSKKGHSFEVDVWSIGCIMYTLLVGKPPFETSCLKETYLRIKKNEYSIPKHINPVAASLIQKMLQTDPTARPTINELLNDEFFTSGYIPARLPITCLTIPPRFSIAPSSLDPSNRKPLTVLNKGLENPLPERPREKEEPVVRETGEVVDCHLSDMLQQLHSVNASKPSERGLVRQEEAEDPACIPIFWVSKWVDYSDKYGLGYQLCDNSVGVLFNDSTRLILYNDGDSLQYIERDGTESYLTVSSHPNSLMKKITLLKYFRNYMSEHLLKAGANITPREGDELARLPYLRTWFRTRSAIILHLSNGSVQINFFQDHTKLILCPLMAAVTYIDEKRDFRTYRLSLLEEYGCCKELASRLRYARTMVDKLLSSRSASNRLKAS
Active calls of the source: *; [ ] = dose if it differs, or a comment. Unless noted, calls come from the whole dose curve; as a rule, active = well fitted curve in the direction sought with a large enough effect; inconclusive = small, poorly fitted or top-dose-only effect, or another doubt; inactive = no such curve, though single readings can be large; an effect the other way counts as inactive or inconclusive.

What do the screens show for `Cc1ccc(S(=O)(=O)N2CCN(C(=O)C(F)(F)F)C2c2ccc(N(C)C)cc2)cc1` (stereo not given)?
WRN inhibitor: -4%; PI5P4Ka inh: 5; EPAC1 ag: 4%; Abeta rescue: -17%; FUS suppressor: -3%; IL-2 act: 0.0; EPAC1 antag: 8%; PLK1 PBD inh: -5%

How did O=C(c1nsc(Cl)c1Cl)N1CCCCC1 do in these assays?
WRN inhibitor: -1%; EPAC1 ag: 5%; Abeta rescue: 10%; FUS suppressor: 3%; IL-2 act: -2.1; EPAC1 antag: 5%; PLK1 PBD inh: -4%

Results for COc1ccc(-c2csc(C(C)(O)c3ccccc3)n2)cc1 (stereo not given) ?
WRN inhibitor: -3%; PI5P4Ka inh: 5; EPAC1 ag: -1%; Abeta rescue: -2%; FUS suppressor: 1%; IL-2 act: 0.2; EPAC1 antag: -22%; PLK1 PBD inh: -11%

How did O=C(O)c1nccnc1C(=O)Nc1ccc(Oc2c(Cl)cccc2Cl)nc1 do in these assays?
WRN inhibitor: -17%; PI5P4Ka inh: -4; EPAC1 ag: -6%; Abeta rescue: -2%; FUS suppressor: -13%; IL-2 act: 3.7; EPAC1 antag: 14%; PLK1 PBD inh: 6%

What do the screens show for `NCCCC[C@H]1CN=C(N)N1CCc1cccc2ccccc12`?
WRN inhibitor: -10%; PI5P4Ka inh: -3; EPAC1 ag: 10%; Abeta rescue: 4%; FUS suppressor: -10%; IL-2 act: -0.4; EPAC1 antag: 6%; PLK1 PBD inh: -5%

Results for CCCS(=O)(=O)NC(=O)C1(C)CCCN(C(=O)COc2ccc(Cl)cc2Cl)C1 (stereo not given) ?
WRN inhibitor: -1%; PI5P4Ka inh: -10; EPAC1 ag: -11%; Abeta rescue: 3%; FUS suppressor: 4%; IL-2 act: -0.6; EPAC1 antag: -3%; PLK1 PBD inh: -11%

Results for Cc1cnc(NC(=O)CSc2ccc(Cl)cc2)s1 ?
WRN inhibitor: -1%; PI5P4Ka inh: 0; EPAC1 ag: -2%; Abeta rescue: inconclusive; FUS suppressor: 16%; IL-2 act: -1.0; EPAC1 antag: -7%; PLK1 PBD inh: inconclusive

Results for O=C(Nc1ccc2c(c1)OCO2)c1cc(C2CCCCN2C(=O)c2ccc(Cl)cc2)on1 (stereo not given) ?
WRN inhibitor: -7%; PI5P4Ka inh: -5; EPAC1 ag: 8%; Abeta rescue: -11%; FUS suppressor: inconclusive; IL-2 act: 0.7; EPAC1 antag: -4%; PLK1 PBD inh: -16%

How did CCN(CC)C(=O)Cn1ncc2c1-c1ccccc1OC2 do in these assays?
WRN inhibitor: -6%; PI5P4Ka inh: -3; EPAC1 ag: -1%; Abeta rescue: 0%; FUS suppressor: -16%; IL-2 act: -1.9; EPAC1 antag: -11%; PLK1 PBD inh: -15%

What do the screens show for `Cc1cc(C)n(Cc2ccc(C(=O)Nc3ccc(Br)cc3C)o2)n1`?
WRN inhibitor: -8%; PI5P4Ka inh: 5; EPAC1 ag: 1%; Abeta rescue: 4%; FUS suppressor: 18%; IL-2 act: -0.8; EPAC1 antag: -11%; PLK1 PBD inh: -16%

How did O=C(Nc1ccc2c(c1)CCC2)c1cc(=O)[nH]c2ccccc12 do in these assays?
WRN inhibitor: 7%; PI5P4Ka inh: 0; EPAC1 ag: 3%; Abeta rescue: 1%; FUS suppressor: 9%; IL-2 act: -3.5; EPAC1 antag: -11%; PLK1 PBD inh: -18%

Results for CC(C)(C)NC(=O)c1ccnc(C(C)(C)C)c1 ?
WRN inhibitor: 6%; EPAC1 ag: 1%; Abeta rescue: -5%; FUS suppressor: 10%; IL-2 act: -0.3; EPAC1 antag: 12%; PLK1 PBD inh: 0%

What do the screens show for `O=C(N/N=C/c1cccnc1)c1ccc(Cl)c(Cl)c1`?
WRN inhibitor: -3%; PI5P4Ka inh: -4; EPAC1 ag: -3%; Abeta rescue: 1%; FUS suppressor: 18%; IL-2 act: 0.7; EPAC1 antag: -9%; PLK1 PBD inh: 1%

What do the screens show for `CC(=O)Nc1ccc(S(=O)(=O)N2CCN(C(=O)c3ncoc3-c3ccc(C)cc3)CC2)cc1`?
WRN inhibitor: 13%; PI5P4Ka inh: 6; EPAC1 ag: -11%; Abeta rescue: -14%; FUS suppressor: 10%; IL-2 act: 0.7; EPAC1 antag: 3%; PLK1 PBD inh: -1%

How did CCc1ccc(N2C(=O)Cc3c2nc(N)c(C#N)c3N)cc1 do in these assays?
WRN inhibitor: -15%; EPAC1 ag: 20%; Abeta rescue: 13%; FUS suppressor: 25µM*; IL-2 act: -1.6; EPAC1 antag: 0%; PLK1 PBD inh: -6%

Results for CCOC(=O)c1sc(N)c(C#N)c1CSc1nnc(C2CC2)n1N ?
WRN inhibitor: -5%; EPAC1 ag: -6%; Abeta rescue: 9%; FUS suppressor: 27%; IL-2 act: -1.5; EPAC1 antag: 10%; PLK1 PBD inh: -8%

What do the screens show for `COc1ccc(OC)c2sc(NC(=O)c3ccc(Br)s3)nc12`?
WRN inhibitor: 3%; PI5P4Ka inh: 2; EPAC1 ag: -6%; Abeta rescue: 1%; FUS suppressor: -12%; IL-2 act: -0.3; EPAC1 antag: 2%; PLK1 PBD inh: 0%

How did O=c1cc(CN2CCN(S(=O)(=O)c3ccccc3)CC2)nc2ccc(Cl)cn12 do in these assays?
WRN inhibitor: -1%; PI5P4Ka inh: 3; EPAC1 ag: 4%; Abeta rescue: 7%; FUS suppressor: 21%; IL-2 act: 2.0; EPAC1 antag: 22%; PLK1 PBD inh: 2%

How did CCOc1ccc(C(C)(C)C)cc1S(=O)(=O)n1nc(C)cc1C do in these assays?
WRN inhibitor: -2%; PI5P4Ka inh: -3; EPAC1 ag: -2%; Abeta rescue: -17%; FUS suppressor: 31%; IL-2 act: -2.7; EPAC1 antag: -6%; PLK1 PBD inh: -2%

How did CC(C)(C)S(=O)(=O)/C(C#N)=N/Nc1ccc(S(C)(=O)=O)cc1 do in these assays?
WRN inhibitor: -4%[57.1 µM]; PI5P4Ka inh: 12; EPAC1 ag: 3%; Abeta rescue: -8%; FUS suppressor: -13%; IL-2 act: 2.1; EPAC1 antag: -16%; PLK1 PBD inh: 21µM*

Results for CCOC(=O)c1c(-c2ccncc2)csc1N ?
WRN inhibitor: -4%; PI5P4Ka inh: 7; EPAC1 ag: 0%; Abeta rescue: 2%; FUS suppressor: 5%; IL-2 act: 0.8; EPAC1 antag: -10%; PLK1 PBD inh: inconclusive

Results for COC(=O)C1=C(C(=O)OC)[C@@H]2N(C)c3ccc(OC)cc3[C@@]23C[C@@H](C(=O)OC)N(S(=O)(=O)c2ccc([N+](=O)[O-])cc2)C3=N1 ?
WRN inhibitor: -3%; PI5P4Ka inh: 3; EPAC1 ag: -9%; Abeta rescue: -5%; FUS suppressor: inconclusive; IL-2 act: 0.8; EPAC1 antag: -3%; PLK1 PBD inh: -7%

What do the screens show for `COc1ccc(-n2c(-c3ccccc3)nc(=S)c3c2CCCC3)cc1`?
WRN inhibitor: -19%; PI5P4Ka inh: 7; EPAC1 ag: 6%; Abeta rescue: inconclusive; FUS suppressor: 4%; IL-2 act: 0.1; EPAC1 antag: -6%; PLK1 PBD inh: -7%

How did C=CC[C@H](CC(=O)NCCO)C(=O)N[C@@H](C)COC(=O)[C@H](CC=C)CC(=O)OC(C)(C)C do in these assays?
WRN inhibitor: -2%; PI5P4Ka inh: 5; EPAC1 ag: -5%; Abeta rescue: -8%; FUS suppressor: 12%; IL-2 act: 1.6; EPAC1 antag: 17%; PLK1 PBD inh: -11%

Compounds shown so far that have a cyano group, in the order listed:
How did CCc1ccc(N2C(=O)Cc3c2nc(N)c(C#N)c3N)cc1 do in these assays?
WRN inhibitor: -15%; EPAC1 ag: 20%; Abeta rescue: 13%; FUS suppressor: 25µM*; IL-2 act: -1.6; EPAC1 antag: 0%; PLK1 PBD inh: -6%

Results for CCOC(=O)c1sc(N)c(C#N)c1CSc1nnc(C2CC2)n1N ?
WRN inhibitor: -5%; EPAC1 ag: -6%; Abeta rescue: 9%; FUS suppressor: 27%; IL-2 act: -1.5; EPAC1 antag: 10%; PLK1 PBD inh: -8%

How did CC(C)(C)S(=O)(=O)/C(C#N)=N/Nc1ccc(S(C)(=O)=O)cc1 do in these assays?
WRN inhibitor: -4%[57.1 µM]; PI5P4Ka inh: 12; EPAC1 ag: 3%; Abeta rescue: -8%; FUS suppressor: -13%; IL-2 act: 2.1; EPAC1 antag: -16%; PLK1 PBD inh: 21µM*

The list continues:
How did Cc1cc(C(F)F)n2nc(C(=O)Nc3cccc(C(F)(F)F)c3)nc2n1 do in these assays?
WRN inhibitor: 0%; PI5P4Ka inh: 4; EPAC1 ag: -3%; Abeta rescue: 26%; FUS suppressor: -5%; IL-2 act: 1.6; EPAC1 antag: 8%; PLK1 PBD inh: -2%

What do the screens show for `Cc1cc(C)c(C)c(OCC(=O)N2CCOCC2)c1`?
WRN inhibitor: 7%; PI5P4Ka inh: -4; EPAC1 ag: -7%; Abeta rescue: 1%; FUS suppressor: -2%; IL-2 act: -0.7; EPAC1 antag: 3%; PLK1 PBD inh: -4%

How did COC(=O)[C@@H](Cc1c[nH]c2ccccc12)NC(=O)c1ccc2c(c1)OCO2 do in these assays?
WRN inhibitor: -2%; PI5P4Ka inh: 2; EPAC1 ag: -9%; Abeta rescue: -14%; FUS suppressor: 4%; IL-2 act: -2.3; EPAC1 antag: 2%; PLK1 PBD inh: 2%

How did CCCOc1cccc(C(=O)N/N=C/c2ccoc2)c1 do in these assays?
WRN inhibitor: 1%; PI5P4Ka inh: inconclusive; EPAC1 ag: 3%; Abeta rescue: 2%; FUS suppressor: 38%; IL-2 act: -1.0; EPAC1 antag: 9%; PLK1 PBD inh: -19%

Screening data: PubChem BioAssay, National Center for Advancing Translational Sciences (NCATS)
